MBD2 inh = inhibitors of MBD2 binding to methylated DNA, primary screen, biochemical, TR-FRET, DNA-binding domain, human; MBD2 binding to methylated oligonucleotide; inhibition, % at 4.4 µM; Methyl-CpG-binding domain protein 2 (Homo sapiens), Q9UBB5; 370,000 compounds, 0.31% hits; in the data active = inhibition above about 13%
LEDGF integ inh = blockers of LEDGF/p75-dependent integrase strand transfer – biochemical, TR-FRET, high throughput, primary screen | HIV-1 integrase (with human LEDGF/p75) | 370,000 compounds, 0.64% hits | AID 743269, 2014 | inhibition, % at 3.7 µM | TR-FRET IN-LEDGF/p75 DNA integration, Eu/Cy5;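 active = inhibition above the screen-wide mean plus 3 SD, cut at about 13% in these data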;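 also: signal is the Cy5 over europium emission ratio at 671 and 618 nm; 0% = plate median of compound wells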
SIAE primary = human SIAE inhibitors, primary screen, biochemical, fluorescence polarization, FP-Rh probe, 1536-well HTS; Sialate O-acetylesterase (Homo sapiens), Q9HAT2; SIAE FP-Rh probe binding; inhibition, % at 9.66 µM; 370,000 compounds, 0.69% hits; AID 1053197, 2014;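 active = inhibition above a cutoff: mean of compounds within the control limits plus 3 SD of those, cut at about 17% in these data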;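 also: 0% = plate median of compound wells and 100% = probe without SIAE protein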
Target sequence (Q9HAT2 whole entry, looked up): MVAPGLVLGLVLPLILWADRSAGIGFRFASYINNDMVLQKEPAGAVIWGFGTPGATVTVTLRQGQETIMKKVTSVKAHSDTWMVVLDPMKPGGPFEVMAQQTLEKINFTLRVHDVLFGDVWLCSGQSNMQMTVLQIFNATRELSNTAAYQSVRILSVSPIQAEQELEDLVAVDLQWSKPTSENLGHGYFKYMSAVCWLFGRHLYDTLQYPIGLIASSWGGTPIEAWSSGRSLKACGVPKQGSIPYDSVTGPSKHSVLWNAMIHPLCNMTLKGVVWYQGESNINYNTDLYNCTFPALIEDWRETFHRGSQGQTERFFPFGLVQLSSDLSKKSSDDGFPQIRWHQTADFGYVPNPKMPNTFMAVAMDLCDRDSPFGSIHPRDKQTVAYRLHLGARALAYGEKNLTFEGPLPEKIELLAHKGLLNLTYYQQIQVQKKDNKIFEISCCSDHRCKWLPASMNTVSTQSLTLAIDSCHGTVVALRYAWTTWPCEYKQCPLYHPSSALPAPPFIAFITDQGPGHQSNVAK
KLK7 zymogen act = proKLK7 zymogen activators, primary screen, biochemical, fluorescence intensity. purified proKLK7, EDANS-DABCYL substrate fluorescence; 100% is mature enzyme control, 0% vehicle. activation, % at 7 µM. 370,000 compounds, 0.9% hits. AID 652039, 2013;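 active = activation above the mean of all tested compounds plus 3 SD, computed per campaign excluding outliers beyond control limits, cut at about 13% in these data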
Target sequence (P49862 whole entry, looked up): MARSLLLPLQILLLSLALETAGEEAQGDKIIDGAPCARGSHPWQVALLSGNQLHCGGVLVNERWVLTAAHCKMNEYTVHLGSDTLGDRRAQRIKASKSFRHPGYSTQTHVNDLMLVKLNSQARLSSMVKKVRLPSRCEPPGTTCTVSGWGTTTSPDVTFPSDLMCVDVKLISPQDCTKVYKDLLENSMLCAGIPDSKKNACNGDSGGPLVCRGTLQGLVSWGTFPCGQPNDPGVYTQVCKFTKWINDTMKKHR
PRMT1 FP inh = PRMT1 methyltransferase inhibitors, primary screen, biochemical, fluorescence polarization; Protein arginine N-methyltransferase 1 (Homo sapiens), Q99873; recombinant PRMT1, activity-based probe fluorescence polarization; inhibition, % at 2.79 µM; 370,000 compounds, 1.3% hits; AID 652257, 2013;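 active = inhibition above about 21% made by adding two undisclosed values, limit read from the data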
TDP2 absorb = human TDP2 enzyme inhibitors, primary screen, biochemical, epi absorbance, recombinant enzyme | Tyrosyl-DNA phosphodiesterase 2 (Homo sapiens), O95551 | T5PNP hydrolysis, p-nitrophenol absorbance 415 nm | inhibition, % at 12.8 µM | 370,000 compounds, 0.34% hits | AID 720702, 2013;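 active = inhibition above the mean of all tested compounds plus 3 SD, set per campaign, cut at about 25% in these data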;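 also: 0% = DMSO with enzyme and 100% = buffer with substrate but no TDP2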
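Read-out basis: percent inhibition. System: recombinant human TDP2. Buffer or medium: Mg2+-containing Tris-HCl buffer, pH 7.5. Repeats: single replicate. Timing: reaction 2 h, 37 °C. Benchmarks: high control without enzyme, low control DMSO plus TDP2. Probe or stimulus: 5 mM T5PNP. Doses: 12.8 µM only. Measured by: epi absorbance of p-nitrophenol freed from T5PNP by hydrolysis.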
TCR-CD3 inh = inhibitors of human TCR-CD3 interaction, primary screen, biochemical, fluorescence, TAMRA-labeled TCR probe; 360,000 compounds, 0.37% hits; AID 651800, 2012; T-cell receptor (TCR); inhibition, % at 9.4 µM; in the data active = inhibition above about 19%;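 also: recombinant mutant TCR 2C K166C tagged with TAMRA read by polarization; 0% = receptor in buffer alone and 100% = receptor with positive control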
UHRF1 binding = UHRF1 methylated DNA binding inhibitors, primary screen, counter-screen for MBD2 inhibitor project, biochemical, TR-FRET, human UHRF1, single concentration; inhibition, % at 4.4 µM; 370,000 compounds, 0.75% hits; UHRF1 binding to methylated oligo; E3 ubiquitin-protein ligase UHRF1 (Homo sapiens), Q96T88; in the data active = inhibition above about 21%;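 also: UHRF1 SRA domain binding a hemimethylated CpG hairpin DNA probe; 0% = median of test compound wells and 100% = reference inhibitor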
DDE Tn7 FP inh = inhibitors of Tn7 peptide binding to fibrin DD(E), primary screen, biochemical, fluorescence polarization, human fibrin, Tn7 probe; AID 720508, 2013; inhibition, % at 8.3 µM; 370,000 compounds, 0.13% hits; FP displacement of FITC-Tn7 peptide from fibrin DD(E); 0% = median of compound wells per plate;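 active = inhibition above the mean of compounds falling within the control limits plus 3 SD of them, cut at about 14% in these data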;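 also: 0% = plate median of compound wells and 100% = 10 µM Aha-Tn7 peptide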
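Assay system: human fibrin DD(E). Input: DD(E) 2 µM final. Medium: Tris buffer with calcium and detergent, pH 7.8. Compound dosing: single point at 8.3 µM. Timing: 10 min plus 3 h, room temperature. Technique: fluorescence polarization of the labelled Tn7 tracer. Read-out: percent inhibition. Replicates: singlicate testing.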
Tn6 DDE FP = inhibitors of Tn6 peptide binding to fibrin DD(E), primary screen, biochemical, fluorescence polarization, human fibrin, Tn6 probe | Fibrin DD(E) TRITC-Tn6 fluorescence polarization displacement | inhibition, % at 8.3 µM | Fibrinogen beta chain (Homo sapiens), P02675 | 370,000 compounds, 0.21% hits;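 active = inhibition above a per-campaign cutoff: mean of compounds within control limits plus 3 SD, cut at about 15% in these data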;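 also: 0% = median of all compound wells on the plate and 100% = blocking peptide control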
* marks the source's active call; other numbers are inactive results. No enrichment for hits. About 4.6% of those tested had a hit in this group.

SMILES	MBD2 inh	LEDGF integ inh	SIAE primary	KLK7 zymogen act	PRMT1 FP inh	TDP2 absorb	TCR-CD3 inh	UHRF1 binding	DDE Tn7 FP inh	Tn6 DDE FP
O=C(C[n+]1cc(-c2ccc(F)cc2)n2c1CCC2)N1c2ccccc2Sc2ccccc21	6	1	-2	0.6	2	-10	-11	19	-3	4
COc1ccc(/C=C/c2c(-c3ccc(OC)cc3)oc3cccnc23)cc1	-1	0	2	-1.0	0	3	-1	1	3	2
Cc1nc(C)n(CC(=O)N2CCCC(C(=O)c3ccc(C(F)(F)F)cc3)C2)n1 (stereo not given)	2	0	1	-0.1	2	-7	4	-2	-5	-2
CN(C)S(=O)(=O)N1CCN(CC(O)COc2ccc(C(=O)c3ccccc3)cc2)CC1 (stereo not given)	-1	-2	11	0.9	-1	7	6	1	1	1
O=C(NCCc1c[nH]c2ccccc12)C1CCC(Cn2c(=S)[nH]c3ccccc3c2=O)CC1 (stereo not given)	-6	-5	1	-0.3	1	-8	10	-3	2	2
Cn1c(=O)[nH]c(=O)c2c1nc(Br)n2CCC(=O)c1ccccc1	-6	1	10	-0.5	-4	-1	-6	2	-5	-3
CC1C(=O)N2CCCc3cc(S(=O)(=O)N(C)CCC#N)cc1c32 (stereo not given)	-1	4	0	0.6	-2	-3	6	-4	0	6
COc1cc(/C=C/c2ccc3cccc(O)c3n2)cc(OC)c1OC	-4	0	8	11	0	3	0	-5	5	1
COC(=O)c1ccc(CNC(=O)c2c3c(nc4ccccc24)CCN(Cc2ccccc2)C3)cc1	-3	2	-2	-1.2	3	-3	-8	-1	-2	5
Cc1ccc2cc(CN(CC3CCCO3)C(=O)C(C)C)c(=O)[nH]c2c1 (stereo not given)	1	0	-4	0.2	-2	-3	-5	3	0	-6
O=C(COC(=O)c1n[nH]c2ccccc12)Nc1ccccc1Br	-6	2	-4	-0.3	-1	11	-4	-2	4	5
FC(F)Oc1cccc(NC(=S)N2CCN(c3ccccn3)CC2)c1	-3	-2	4	0.2	-6	-1	4	-1	5	4
CC(=O)c1sc(Nc2ccc(C)cc2)nc1C	4	-1	-1	0.1	1	-4	5	4	2	6
COc1ccccc1C/C(N)=N/OC(=O)COc1cccc(C)c1	1	-4	3	-0.3	-4	-1	-5	0	-5	-3
CCNC(=O)C1(C)CCCN(C(=O)c2ccc3sccc3c2)C1 (stereo not given)	2	-2	-2	0.0	4	-5	-9	2	0	-11
O=[N+]([O-])c1cccnc1N1CCN(c2ccccc2F)CC1	-1	7	-2	0.0	-2	-15	2	0	-4	4
Cc1oc(-c2cc(F)ccc2F)nc1CN(C)Cc1ccc2nccnc2c1	3	-6	-1	-0.2	-1	12	-2	-2	3	1
COc1ccccc1-n1cnc2sc(C)c(C)c2c1=O	-4	-4	4	-0.5	-5	2	7	-3	9	3
Cc1sc2nc(COC(=O)c3ccc(Cl)c(N)c3)[nH]c(=O)c2c1C	-7	2	-6	0.0	-3	-1	0	-4	0	5
CCCc1nc2oc3c(NCCCN(C)C)ncnc3c2c2c1CCCC2	12	4	8	0.5	4	-9	0	16	-1	6
NC(=O)C1CCN(C(=O)CSc2nc3ccccc3s2)CC1	8	-2	-1	0.0	20	-4	0	3	3	-2
O=C(Cc1cccc(NC(=O)C2CCN(C(=O)C3CC3)CC2)c1)Nc1cccc(C(=O)N2CCCC2)c1	-2	3	-4	0.5	-2	-18	-4	0	-8	4
Cc1ccc(NC(=O)[C@H](C)NC(=O)C2CCN(C(=O)[C@@H](N)CC(C)C)CC2)cc1	3	-1	6	-0.1	5	-19	-4	4	-1	2
Oc1ccc2ccccc2c1/C=N/Nc1nnc(-c2ncc[nH]2)c2ccccc12	-4	-6	16	-0.3	-3	-5	7	-1	-9	-1
CC1(C)CC(=O)c2cc(C(=O)NC3CCSC3=O)c(=O)n(-c3ccc(Cl)cc3)c2C1 (stereo not given)	0	-1	1	0.0	3	1	-2	3	0	7
Cc1ccc(NC(=O)c2cccc(F)c2)cc1S(=O)(=O)N1CCCCCC1	2	2	4	0.0	0	5	4	-2	3	7
CC(=O)c1ccc(NC(=O)C2CCC(C)(C(=O)O)C2(C)C)cc1 (stereo not given)	5	0	5	-0.6	2	-3	-10	3	5	3
COc1ccc(/C=N/Nc2nc3ccccc3[nH]2)cc1OC	-7	-5	10	-0.5	1	0	4	-3	-6	0
CC(=O)Nc1ccc(C(=O)N2CCCC(c3cc(C(=O)NCc4cccnc4)no3)C2)cc1 (stereo not given)	3	-4	-2	1.0	0	5	-3	2	-1	-10
CCCn1c(=O)c(C(=O)Nc2ncccc2C)c(O)c2ccccc21	1	0	-6	-6.2	1	-2	1	3	7	8
CC(NC(=O)Nc1ccc2c(c1)OCO2)c1ccncc1 (stereo not given)	3	-3	2	0.5	-1	8	-1	8	1	-1
CCO[C@@H]1OC(C(=O)NCc2ccccc2)=C[C@H](c2ccc(Br)cc2)[C@H]1CCCO	-4	-1	-1	0.8	0	-5	3	-2	0	4
COc1cc(C(C)=O)ccc1OCC(=O)Nc1ccc2nc(C)sc2c1	-5	5	-4	-0.3	0	3	9	-1	-2	7
COc1cc(CN2C[C@@H](CO)O[C@@H](n3cnc4c(N5CCCC5)ncnc43)C2)cc(OC)c1OC	0	-1	6	0.3	2	7	-3	0	-4	-3
CC(NC(=O)Nc1ccc(O)cc1)(C(F)(F)F)C(F)(F)F	-7	20*	26*	-0.3	14	28*	54*	-1	-1	29*
O=C(NC(=S)Nc1ccccc1N1CCCC1)c1cccc(F)c1	-6	5	2	0.0	4	10	-5	-9	3	4
Cc1ccc(SC(C)C(=O)N2CCN(c3ccccc3)CC2)cc1 (stereo not given)	1	1	0	-0.1	-1	17	-2	-1	5	2
C=CCn1c(=NC(=O)c2cccs2)sc2cc(NC(C)=O)ccc21	0	-4	-9	-243	4	-9	-1	-1	0	-6
COc1ccc(/C(O)=C2/C(=O)C(=O)N(Cc3cccnc3)C2c2ccco2)cc1OC (stereo not given)	3	5	0	1.4	7	-8	-7	0	3	-8
O=C(NCCNc1ccc([N+](=O)[O-])cc1)c1cccs1	-1	1	-3	-0.9	-3	-2	2	-2	-3	-2
O=C1CCCC2=C1C(c1ccc(Br)cc1)c1c([nH]c(=S)[nH]c1=O)N2 (stereo not given)	0	8	-13	2.2	49*	7	0	1	-4	-13
Nc1ccn([C@@H]2O[C@H](C(=O)Nc3cc(C(F)(F)F)cc(C(F)(F)F)c3)[C@@H](O)[C@H]2O)c(=O)n1	-3	8	14	-0.5	-7	-12	-3	-2	-8	1
O=C(NNC1=Nc2cccc3cccc1c23)c1ccccc1Br	-4	-4	1	0.4	-3	-8	4	-2	2	2
Cc1nnc(N2CCCC(C(=O)NCc3cccc(F)c3)C2)c2nn(-c3ccccc3)c(C)c12 (stereo not given)	-1	2	4	0.1	-6	14	-1	0	-4	-9
CC(C)(C)OC(=O)NC(Cc1ccccc1)C(=O)NCCCC(=O)O (stereo not given)	0	-3	9	0.0	1	12	-4	-3	-3	3
Cc1ccc(C)c(C(=O)CN2C(=O)NC3(CCc4ccccc43)C2=O)c1 (stereo not given)	-3	2	-7	0.3	0	11	-1	1	4	-2
CC(C)CCCC(C)CCOC(=O)CN1CCCC1 (stereo not given)	-1	2	18*	1.1	-3	8	5	0	0	-1
O=C(CN1CCN(Cc2ccc(F)cc2)CC1)NCc1ccccc1	3	-3	-2	0.4	0	-15	-9	2	-1	-4
CC(C)NC(=O)NC(=O)COC(=O)CCOc1ccccc1	-8	3	9	0.4	-1	-3	0	-3	-3	-3
COc1ccc(C2CC(c3ccc(OC)cc3OC(C)=O)=NN2C(=O)c2ccccc2)cc1 (stereo not given)	4	-1	-1	-0.1	3	9	-6	0	3	0
O=C(N/N=C/c1ccccc1)c1c(O)c2ccccc2[nH]c1=O	2	-3	0	-0.2	0	2	-4	1	1	-4
COc1ccc([C@H]2CN(c3ccc(OC)cc3)C(=O)[C@@H]2CC(=O)Nc2ccc(Br)cc2)cc1	2	-2	-1	-0.2	1	4	-2	-3	0	-9
Cc1ccc(C(C(=O)NCC2CCCO2)N(C(=O)c2snc(C(N)=O)c2N)c2ccc(F)cc2)o1 (stereo not given)	-2	0	-1	-1.2	7	1	-5	-2	7	-3
O=C(N/N=C/c1ccco1)C1CC(=O)N(c2ccccc2)C1 (stereo not given)	-5	-1	4	0.5	-2	-11	1	-2	-2	-8
Cc1ccc(Oc2nccc(-c3ccc(Cl)cc3)n2)cc1	0	0	5	0.2	-2	8	0	-2	2	4
CCOC(=O)C1=C(CSc2nc3c(cc2C#N)CCC3)OC(N)=C(C#N)C1c1ccccc1 (stereo not given)	-8	6	-4	5.1	46*	3	3	-8	-4	-6
O=C(Nc1c(C(=O)NCc2ccco2)cnn1-c1ccccc1)c1cccc(F)c1	1	0	5	-0.1	1	6	9	-4	-10	2
Cc1cccc(OCCCn2c(CCNC(=O)C(C)C)nc3ccccc32)c1	-1	-4	-1	0.1	-1	-2	3	-3	-1	0
COc1ccc(C2=NN(C(=O)CCC(=O)O)C(c3ccccc3F)C2)cc1 (stereo not given)	-5	6	-1	0.3	-2	-5	5	-2	4	9
CC1(C(=O)NS(=O)(=O)c2cccc(Cl)c2)CCN1C(=O)Cc1cc(F)ccc1F (stereo not given)	-1	2	0	-0.3	-1	-5	0	1	-2	16*

2 of these compounds in a different format:
SMILES,MBD2 inh,LEDGF integ inh,SIAE primary,KLK7 zymogen act,PRMT1 FP inh,TDP2 absorb,TCR-CD3 inh,UHRF1 binding,DDE Tn7 FP inh,Tn6 DDE FP
Cc1nc(C)n(CC(=O)N2CCCC(C(=O)c3ccc(C(F)(F)F)cc3)C2)n1 (stereo not given),2,0,1,-0.1,2,-7,4,-2,-5,-2
O=[N+]([O-])c1cccnc1N1CCN(c2ccccc2F)CC1,-1,7,-2,0.0,-2,-15,2,0,-4,4
